Pf Dd2 inh = P. falciparum Dd2 growth inhibitors, primary screen, SYBR Green fluorescence, single dose replicates | 94,000 compounds, 2.3% hits | 72 h; stronger effect = lower value | activity change, % at 10 µM; in the data active means activity change below about -80%
C diff HTS = C. difficile growth inhibitors, primary screen, HTS; AID 1259249, 2017; Clostridium difficile clinical isolate growth, OD600, 24 h; stronger effect = lower value; growth activity, negative = inhibition, % at 16 µg/mL (by protocol); 86,000 compounds, 0.25% hits;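 active means mean growth activity at or below -80% and every replicate also at or below -80%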;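 further: 0% = DMSO wells and -100% = levofloxacin 16 µg/mL wells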
T cruzi growth = T. cruzi intracellular proliferation inhibitors, primary screen, cell-based, beta-gal Tulahuen parasites, NIH3T3 host, luminescence; inhibition, % at 8.34 µM; 77,000 compounds, 5.9% hits; T. cruzi beta-gal in NIH3T3, GalScreen luminescence, 90 h; AID 624255, 2012;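 active means mean inhibition above about 93%, with at least 55% of replicates each passing it, limit read from the data, passing the limit was not always enough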
GASC1 inh = inhibitors of GASC-1 (KDM4C) histone demethylase, primary screen, biochemical, single concentration HTS; GST-KDM4C 2-372, H3K9me3 peptide, LANCE TR-FRET; AID 720574, 2013; inhibition, % at 12.5 µM; 96,000 compounds, 0.15% hits;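 active means mean replicate inhibition above about 25%, with at least 55% of replicates also reaching it, limit read from the data, passing the limit was not always enough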
Target sequence (Q9H3R0 2-372 limits assumed): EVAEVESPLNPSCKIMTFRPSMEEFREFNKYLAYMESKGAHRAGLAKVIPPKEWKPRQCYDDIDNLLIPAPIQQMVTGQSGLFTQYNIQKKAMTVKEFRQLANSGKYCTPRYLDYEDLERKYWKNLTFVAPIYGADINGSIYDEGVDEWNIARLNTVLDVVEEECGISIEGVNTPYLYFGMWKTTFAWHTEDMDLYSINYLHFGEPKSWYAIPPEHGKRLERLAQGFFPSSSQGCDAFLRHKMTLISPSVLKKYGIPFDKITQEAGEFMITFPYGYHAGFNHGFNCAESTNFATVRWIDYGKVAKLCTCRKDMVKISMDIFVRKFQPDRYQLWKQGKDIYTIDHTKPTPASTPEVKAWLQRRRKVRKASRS
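material = GST-tagged GASC-1 (JMJD2C) catalytic fragment, aa 2-372 | amount = enzyme final amount 10 nM | medium = HEPES buffer, pH 7.5, plus ascorbate | also added = H3K9me3 peptide substrate, Fe(II), 2-oxoglutarate | dosing = single dose | times = 30 min demethylation and 1 h detection at room temperature | detection = LANCE TR-FRET | read-out basis = Fall in 671/618 emission ratio as inhibition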
An asterisk follows results filed as active; · = not tested or not shown; & = joins results of further samples.

Screens in order: GASC1 inh	Pf Dd2 inh	C diff HTS	T cruzi growth
1: COCC(=O)N1CCCCN2[C@@H](CO)[C@H](c3ccc(-c4ccc(C)cc4)cc3)[C@@H]2C1
  0.1	0	-9	90
2: C[C@H]1CN([C@@H](C)CO)C(=O)c2cccc(NC(=O)C3CCOCC3)c2O[C@@H]1CN(C)S(C)(=O)=O
  1.0	59	-7	-39
3: C[C@@H]1CCCCO[C@@H](CN(C)S(=O)(=O)c2ccc(Cl)cc2)[C@@H](C)CN([C@H](C)CO)C(=O)c2cc(NC(=O)CCCCCC(=O)Nc3ccccc3N)ccc2O1
  -0.7	-78	·	9
4: COc1ccc(S(=O)(=O)N(C)C[C@@H]2Oc3ncc(-c4ccncc4)cc3C(=O)N([C@@H](C)CO)C[C@H]2C)cc1
  -0.2	-46	3	82
5: CO[C@@H]1CN(C)C(=O)c2cc(NC(=O)C3CCC3)ccc2OC[C@@H](C)N(Cc2nccs2)C[C@H]1C
  -0.2	·	·	-16
6: CCCNC(=O)N1CCC2(CC1)CN(C(=O)CC)[C@H](CO)c1c2c2ccc(OC)cc2n1C
  0.1	-68	1	·
7: C[C@H]1CCCCO[C@H](CN(C)Cc2ccc(C(F)(F)F)cc2)[C@@H](C)CN([C@@H](C)CO)C(=O)c2cc(NC(=O)CCC(F)(F)F)ccc2O1
  -0.1	-32	11	3
8: CC(C)NC(=O)N(C)C[C@H]1Oc2ccc(NC(=O)CCC(F)(F)F)cc2CC(=O)N([C@H](C)CO)C[C@@H]1C
  0.5	7	-4&-9	·
9: C[C@H]1CN([C@@H](C)CO)C(=O)c2cc(NC(=O)C3CCCCC3)ccc2O[C@H]1CN(C)S(=O)(=O)c1cn(C)cn1
  -0.2	11	-1	-11
10: N#C[C@@H]1[C@H](c2ccc(-c3ccccc3F)cc2)[C@@H](CO)N1C(=O)C1CCC1
  -2.6	2	8	52
11: Cc1cccc(CN(C)C[C@@H]2OCc3cnnn3CCCC(=O)N([C@H](C)CO)C[C@H]2C)c1
  0.1	-30&18	-3&-3	-71&45
12: CC(C)CC#Cc1cnc2c(c1)C(=O)N([C@H](C)CO)C[C@H](C)[C@@H](CN(C)C(=O)c1cccc(F)c1)O2
  0.8	28	·	·
13: O=C(c1ccccc1F)N1C[C@H]2[C@@H](c3ccccc31)[C@@H](CO)N2C(=O)c1ccncc1
  -1.0	-6	-3	-11
14: CO[C@H]1CN(C)C(=O)c2cc(C#N)ccc2OC[C@H]2O[C@H](CC[C@@H]2OC)CCN(C)C(=O)[C@H]1C
  1.0	2	·	-43
15: COc1cccc(NC(=O)N(C)C[C@H]2Oc3cc(C#Cc4ccncc4)ccc3S(=O)(=O)N([C@@H](C)CO)C[C@H]2C)c1
  -2.3	-31	-3	77
16: CCC(=O)Nc1ccc2c(c1)C(=O)N(C)C[C@H](OC)[C@@H](C)CN[C@H](C)CO2
  -0.6	2	0	-9
17: C[C@@H]1CN([C@H](C)CO)C(=O)c2cc(NC(=O)C3CCCCC3)ccc2O[C@@H](C)CCCCO[C@@H]1CN(C)C(=O)CCCN(C)C
  11	13	4	3
18: Cc1ccccc1S(=O)(=O)N1C[C@@H](O)COC[C@@H]2O[C@H](CC(=O)O)CC[C@H]21
  0.4	13	12&0	-79
19: COc1ccccc1-c1ccc([C@H]2[C@@H](C#N)N(C(=O)C3CC3)[C@@H]2CO)cc1
  -2.0	9	8	103*
20: CCNC(=O)C[C@H]1CC[C@H](NC(=O)C2CCOCC2)[C@H](CO)O1
  0.9	7	13	49
21: CNC[C@@H]1OCCCC[C@@H](C)Oc2ccc(NC(=O)Nc3c(C)noc3C)cc2C(=O)N([C@@H](C)CO)C[C@H]1C
  2.8	24	-2	6
22: C[C@@H]1CN([C@H](C)CO)C(=O)c2cc(C#C[C@@H](C)O)cnc2O[C@H]1CN(C)C(=O)CN(C)C
  0.3	35	-5	11
23: COc1ccc(S(=O)(=O)N(C)C[C@@H]2Oc3ccc(NS(=O)(=O)c4ccccc4)cc3C(=O)N([C@@H](C)CO)C[C@H]2C)cc1
  -2.2	-25	11	21
24: CC(C)NC(=O)N1[C@H](CN(C)C(=O)c2cccnc2)[C@@H](c2ccccc2)[C@@H]1CO
  0.0	0	6	69
25: COc1ccc(CN(C)C[C@@H]2Oc3c(NS(=O)(=O)c4ccc(OC)cc4)cccc3C(=O)N([C@H](C)CO)C[C@@H]2C)cc1
  -2.5	-13	-2	7
26: CN(C)CC(=O)N1[C@@H](CO)[C@H](c2ccccc2)C12CN(C(=O)c1cccc(F)c1)C2
  -0.5	-20	-9	·
27: COc1ccc2c3c([nH]c2c1)[C@@H](CO)N(C(=O)CN1CCOCC1)CC31CCN(C(=O)NC(C)C)CC1
  0.6	52	1	·
28: O=C(C[C@@H]1CC[C@H]2[C@@H](COC[C@H](O)CN2C(=O)Nc2ccccc2)O1)NCc1ccncn1
  -0.1	·	2&-7	15
29: CCCNC(=O)Nc1ccc2c(c1)C(=O)N(C)C[C@@H](OC)[C@@H](C)CN(C(=O)c1ccccc1F)[C@H](C)CO2
  0.5	27	·	3
30: CNC[C@H]1Oc2c(NC(=O)C3CC3)cccc2C(=O)N([C@H](C)CO)C[C@@H]1C
  -0.2	13	-5	-58

In the list so far, two have a CF3 group:
Screens in order: GASC1 inh	Pf Dd2 inh	C diff HTS	T cruzi growth
7: C[C@H]1CCCCO[C@H](CN(C)Cc2ccc(C(F)(F)F)cc2)[C@@H](C)CN([C@@H](C)CO)C(=O)c2cc(NC(=O)CCC(F)(F)F)ccc2O1
  -0.1	-32	11	3
8: CC(C)NC(=O)N(C)C[C@H]1Oc2ccc(NC(=O)CCC(F)(F)F)cc2CC(=O)N([C@H](C)CO)C[C@@H]1C
  0.5	7	-4&-9	·

(further entries)
Screens in order: GASC1 inh	Pf Dd2 inh	C diff HTS	T cruzi growth
31: COc1ccc(CN(C)C[C@@H]2Oc3ccc(NC(=O)NC4CCCCC4)cc3CC(=O)N([C@H](C)CO)C[C@@H]2C)cc1
  -1.2	-2	-14	-50
32: CNC(=O)C[C@@H]1CC[C@@H]2[C@H](COc3ccc(NC(=O)c4cccs4)cc3C(=O)N2C)O1
  -0.9	-2	-1	10
33: O=C(C[C@@H]1C=C[C@@H](NC(=O)C2CCC2)[C@H](CO)O1)Nc1nccs1
  1.1	8	6	·
34: C[C@H](CO)N1C[C@H](C)[C@H](CN(C)C(=O)CCCN(C)C)OCCCC[C@H](C)Oc2ccc(NS(=O)(=O)c3ccc(Cl)cc3)cc2C1=O
  11	-20	-2	22
35: Cc1ccc(S(=O)(=O)N(C)C[C@H]2Oc3ccc(NC(=O)Nc4ccc5c(c4)OCO5)cc3CC(=O)N([C@@H](C)CO)C[C@H]2C)cc1
  1.4	-66	15	50
36: CCCc1cn(CC[C@H]2CC[C@@H](NC(=O)C3CCC3)[C@H](CO)O2)nn1
  0.4	-7	2	·
37: CO[C@H]1CN(C)C(=O)c2ccc(NC(=O)c3ccc4c(c3)OCO4)cc2OC[C@@H](C)NC[C@@H]1C
  0.5	5	·	-55
38: O=S(=O)(NCC[C@H]1CC[C@H](NS(=O)(=O)c2ccccc2Cl)[C@@H](CO)O1)c1ccc(F)cc1
  1.0	-43	-3	67
39: C/C=C/c1ccc([C@H]2[C@@H](CO)N(C(=O)C3CC3)[C@H]2CNC(=O)NC(C)C)cc1
  -1.2	-6	-6	3
40: C[C@@H]1CCCCO[C@H](CN(C)CC2CC2)[C@@H](C)CN([C@H](C)CO)C(=O)c2cc(NS(=O)(=O)c3ccc(Cl)cc3)ccc2O1
  2.0	-18	-1	66
41: C[C@H](CO)N1C[C@H](C)[C@H](CN(C)S(C)(=O)=O)Oc2ncc(C#CC(C)(C)O)cc2C1=O
  0.6	-19	-6	20
42: CCNC(=O)C[C@@H]1CC[C@H]2[C@H](COc3ccc(NC(=O)Nc4ccc(Cl)cc4)cc3C(=O)N2C)O1
  -0.8	0	-2	48
43: CC(C)CC#Cc1ccc2c(c1)O[C@H](CN(C)C(=O)c1ccccn1)[C@H](C)CN([C@@H](C)CO)S2(=O)=O
  -1.1	-23	-8	52
44: CCC(=O)Nc1ccc2c(c1)C(=O)N(C)C[C@@H](OC)[C@@H](C)CN(Cc1nccs1)[C@H](C)CO2
  3.1	·	·	9
45: COc1ccc(S(=O)(=O)Nc2ccc3c(c2)C(=O)N([C@H](C)CO)C[C@H](C)[C@H](CN(C)Cc2ccncc2)O3)cc1
  1.4	-2	-2	·
46: CCC(=O)Nc1ccc2c(c1)C(=O)N(C)C[C@H](OC)[C@@H](C)CN(CC1CCOCC1)[C@H](C)CO2
  -0.6	61	0	12
47: O=C([C@@H]1[C@@H](CO)[C@@H]2Cn3c(cccc3=O)[C@@H]2N1CC1CCCC1)N1CCOCC1
  2.3	-7	-3	3
48: O=S(=O)(NC[C@@H]1CC[C@H]2NC[C@H]2O1)c1ccccc1F
  ·	10	-5	·
49: C[C@H]1CN([C@@H](C)CO)C(=O)c2cc(C#CC3CCCCC3)cnc2O[C@@H]1CN(C)S(=O)(=O)c1ccc(F)cc1
  -0.8	-41	1	108*
50: C/C=C/c1cnc2c(c1)C(=O)N([C@H](C)CO)C[C@@H](C)[C@H](CN(C)Cc1ccccc1)O2
  2.2	-30	5	-38
51: COc1ccccc1-c1ccc(C2[C@@H]3CN(S(=O)(=O)c4ccccc4)C[C@H]2N3)cc1 (stereo partly drawn)
  -2.5	-66	55	·
52: COc1cccc(NC(=O)N[C@H]2C=C[C@H](CC(=O)N3CCCCC3)O[C@H]2CO)c1
  3.0	-26	6	19
53: C[C@H]1CN([C@@H](C)CO)C(=O)c2cc(NC(=O)CCC(F)(F)F)ccc2O[C@@H]1CN(C)S(=O)(=O)c1cn(C)cn1
  1.0	-9	·	-116
54: CCC(=O)N1[C@H](CN(CC)C(=O)c2ccccc2)[C@@H](c2ccccc2)[C@@H]1CO
  1.0	1	10	-4
55: COCC(=O)Nc1ccc2c(c1)C(=O)N(C)C[C@@H](OC)[C@H](C)CN(Cc1ccccc1)[C@H](C)CO2
  0.0	-41	·	-16
56: COc1ccc(CN(C)C[C@@H]2Oc3c(NC(=O)Nc4ccccc4)cccc3C(=O)N([C@@H](C)CO)C[C@H]2C)cc1
  -0.5	-47	1	49
57: CNC[C@@H]1OCCCC[C@@H](C)Oc2ccc(NC(=O)CCC(F)(F)F)cc2C(=O)N([C@@H](C)CO)C[C@@H]1C
  4.2	·	2	-6
58: O=C(c1cnccn1)N1CC[C@@H]2[C@H](CO)Nc3ccc(C#Cc4cccnc4)cc3[C@@H]21
  0.3	0	-10	32
59: C[C@@H](NC(=O)C[C@@H]1CC[C@H](NC(=O)C2CC2)[C@@H](CO)O1)c1ccccc1
  0.2	24	-1	·
60: COc1ccc(NC(=O)N(C)C[C@@H]2OCc3ccccc3-c3c(n(C)c4ccccc34)C(=O)N([C@@H](C)CO)C[C@@H]2C)c(OC)c1
  -1.3	-83*	-1	53

Exported with each value named: part of the list above.
(56) COc1ccc(CN(C)C[C@@H]2Oc3c(NC(=O)Nc4ccccc4)cccc3C(=O)N([C@@H](C)CO)C[C@H]2C)cc1
  GASC1 inh: -0.5
  Pf Dd2 inh: -47
  C diff HTS: 1
  T cruzi growth: 49
(57) CNC[C@@H]1OCCCC[C@@H](C)Oc2ccc(NC(=O)CCC(F)(F)F)cc2C(=O)N([C@@H](C)CO)C[C@@H]1C
  GASC1 inh: 4.2
  Pf Dd2 inh: ·
  C diff HTS: 2
  T cruzi growth: -6
(58) O=C(c1cnccn1)N1CC[C@@H]2[C@H](CO)Nc3ccc(C#Cc4cccnc4)cc3[C@@H]21
  GASC1 inh: 0.3
  Pf Dd2 inh: 0
  C diff HTS: -10
  T cruzi growth: 32
(59) C[C@@H](NC(=O)C[C@@H]1CC[C@H](NC(=O)C2CC2)[C@@H](CO)O1)c1ccccc1
  GASC1 inh: 0.2
  Pf Dd2 inh: 24
  C diff HTS: -1
  T cruzi growth: ·

Further compounds.
Screens in order: GASC1 inh	Pf Dd2 inh	C diff HTS	T cruzi growth
61: O=C(C[C@@H]1CC[C@H]2[C@@H](COC[C@H](O)CN2CCc2ccccc2)O1)NCc1ccc(F)cc1
  -1.2	-1	·	7
62: C[C@@H]1CN([C@@H](C)CO)C(=O)c2cc(NC(=O)Nc3ccc4c(c3)OCO4)ccc2O[C@H]1CN(C)C(=O)Nc1ccc2c(c1)OCO2
  -0.6	-3	5	-3
63: CNC[C@@H]1OCCCC[C@H](C)Oc2ccc(NS(=O)(=O)c3cccs3)cc2C(=O)N([C@H](C)CO)C[C@@H]1C
  0.4	41	2	-10
64: C[C@H](CO)N1C[C@H](C)[C@H](CN(C)S(=O)(=O)c2ccccc2)Oc2ccc(NC(=O)C3CC3)cc2CC1=O
  1.2	-32	-3	6

From PubChem
